NTR1 ag: agonists of NTR1, primary screen, imaging, U2OS cells, beta-arrestin-GFP, high content (AID 493036); 330,000 tested, 0.17% active; P30989; NTR1-U2OS beta-arrestin-GFP spot imaging, agonist mode; activation, % at 20 µM;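 active = activation at or above 40% of the spot to cytoplasm intensity ratio, with at least 20 cells analyzed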;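 note: 0% = DMSO without peptide and 100% = 100 nM NTR1 peptide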
Target sequence (P30989 whole entry, looked up): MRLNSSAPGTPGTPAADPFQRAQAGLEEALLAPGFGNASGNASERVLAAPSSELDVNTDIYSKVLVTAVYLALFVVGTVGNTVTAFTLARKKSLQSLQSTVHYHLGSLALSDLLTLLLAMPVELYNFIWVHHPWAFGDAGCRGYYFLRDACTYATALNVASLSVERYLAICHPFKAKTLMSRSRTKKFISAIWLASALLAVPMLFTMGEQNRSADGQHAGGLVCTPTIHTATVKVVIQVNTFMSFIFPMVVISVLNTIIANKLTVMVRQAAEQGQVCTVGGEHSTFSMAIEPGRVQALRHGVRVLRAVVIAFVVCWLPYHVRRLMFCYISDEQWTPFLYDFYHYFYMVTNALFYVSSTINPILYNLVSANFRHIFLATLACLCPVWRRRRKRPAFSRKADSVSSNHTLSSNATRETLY
T cell HTS: T cell immune modulation candidate | 330,000 tested, 0.068% active | 2C CD8+ T cell-vesicle binding, flow cytometry; stronger effect = lower value | calls only at 7 µM;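 active = response, share of CD8 T cells binding vesicles, and their 90th percentile fluorescence all below set limits, cut at about 80% in these data, passing the limit was not always enough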
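material = purified 2C TCR transgenic mouse naive CD8+ T cells | controls = Unloaded micro-vesicles (low), QL9 vesicles with 0.7% DMSO (high) | detection = cytometric PE anti-B7-1 and Alexa647 anti-CD8 signals after 1% paraformaldehyde fixation | incubation = binding step 1.5 h, 37 °C, antibody labelling 20 min, ice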
Large T inhibition: TAg ATPase/helicase activity blockers – biochemical (AID 1903); SV40 large T antigen ATPase/helicase inhibition assay; higher % means a stronger effect; inhibition, % at 20 µM; hits with a dose series show IC50 in µM; 310,000 tested, 0.39% active; in the data active = a potency from the dose series; note: strong numbers were not always called active
Hep lipid drop: modulators of hepatic lipid droplet formation | AML12 mouse hepatocytes, oleate lipid droplets, BODIPY imaging | inhibition, % at 6.5 µM | 240,000 tested, 0.4% active;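 active = lipid droplet intensity inhibited by at least 50%, with more than 500 cells counted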
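Test system: AML12 hepatocytes (mouse); reagent: oleate loading, 100 µM; dosing: one dose, 6.5 µM compound; incubation: overnight exposure; signal: fluorescence imaging, 20x objective, two fields per well; read-out basis: % inhibition of corrected integrated BODIPY droplet signal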
LYP phosphatase: inhibitors of LYP phosphatase, biochemical, fluorescence intensity, uHTS (AID 1779) | recombinant LYP phosphatase, fluorescence intensity; higher % means a stronger effect | inhibition, % at 11.5 µM; hits with a dose series show IC50 in µM | 290,000 tested, 0.054% active; in the data active = inhibition above about 50%;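 note: plate controls were vehicle with enzyme for no effect and no enzyme for full effect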
MgcRacGAP inhibition: MgcRacGAP GTPase-activating activity inhibitors, confirmation, biochemical, ADP Hunter fluorescence; 340,000 tested, 0.6% active; inhibition, % at 30 µM, or IC50 in µM where a hit was titrated; MgcRacGAP-stimulated Rac1 GTP hydrolysis, ADP Hunter fluorescence; higher % means a stronger effect; GST-tagged Rac1 F28L mutant substrate;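 active = first-screen hits whose inhibition reached a set limit at any dose in the follow-up dose series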;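 note: fluorescence reports GDP produced by GAP-driven GTP hydrolysis; strong numbers were not always called active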
GPR55 antagonists: inhibition of LPI-stimulated GPR55 beta-arrestin translocation – imaging, U2OS, beta-arrestin-GFP, LPI agonist, primary screen (AID 2013); inhibition, % at 10 µM, or IC50 in µM where a hit was titrated; 290,000 tested, 0.13% active; U2OS GPR55 beta-arrestin-GFP translocation imaging, LPI antagonism; higher % means a stronger effect;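 active = spots per cell inhibited over 60%, with over 100 cells counted and total cytoplasm intensity under 500,000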;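 note: U2OS cells stably carrying GPR55 and arrestin-GFP stimulated by 5 µM LPI near EC80; imaged beta-arrestin-GFP aggregate spots per cell after agonist stimulation; plate controls were LPI-stimulated DMSO wells for no effect and DMSO wells without LPI for full effect; some results filed as inactive read as strong as hits; confirmed hits need IC50 under 10 µM and bright autofluorescent wells are also inconclusive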
GPR35 arrestin U2OS: GPR35 antagonists blocking zaprinast-driven arrestin recruitment, primary screen, imaging, U2OS, beta-arrestin-GFP, zaprinast agonist (AID 2058) | one-dose inhibition, % at 10 µM; IC50 in µM for titrated hits | U2OS GPR35 beta-arrestin-GFP translocation imaging, zaprinast antagonism; higher % means a stronger effect | 290,000 tested, 0.052% active;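 active = inhibition of at least 50% with at least 30 cells and total cytoplasm GFP at most 10,000,000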
GPR55 beta-arrestin: selective activators of receptor GPR55 – imaging, U2OS cells, beta-arrestin-GFP redistribution, primary screen (AID 1961) | 290,000 tested, 0.048% active | one-dose activation, % at 10 µM; EC50 in µM for titrated hits | U2OS GPR55 beta-arrestin-GFP redistribution imaging; higher % means a stronger effect;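 active = activation above 40% with more than 50 cells counted in the well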;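 note: U2OS osteosarcoma cells stably expressing GPR55 and beta-arrestin-GFP; plate controls were DMSO negative control for no effect and LPI positive control for full effect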
Hep lipid drop cells 6.5 µM: recorded beside Hep lipid drop, whose call it bears; cell count; measured here: cell count, cytotoxicity flag;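 cells counted across two imaged fields per well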
T cell HTS vesicle-bound %: second read-out of T cell HTS, no call of its own (marks repeat the call); double positive events, %; measured here: CD8+ vesicle-bound cell fraction;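 binding gate set so that unloaded-vesicle control wells show 10% double positive cells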
NTR1 ag cell count 20 µM: second read-out of NTR1 ag, no call of its own (marks repeat the call); cell count; measured here: cell count, cytotoxicity flag
Starred values were filed as active, the others as inactive; i = inactive; / = not tested or not shown; ! = repeats disagree.

SMILES | NTR1 ag | NTR1 ag cell count 20 µM | T cell HTS | T cell HTS vesicle-bound % | Large T inhibition | Hep lipid drop | Hep lipid drop cells 6.5 µM | LYP phosphatase | MgcRacGAP inhibition | GPR55 antagonists | GPR35 arrestin U2OS | GPR55 beta-arrestin
CN(C)S(=O)(=O)c1ccc(NC(=O)c2cc3ccccc3o2)cc1 | -1.1 | 56 | i | 17.1 | 18.8% | / | / | -1.1% | -1.6% | 1.8% | 11.2% | 0.1%
Cc1c(NC(=O)CN2CC(C)OC(C)C2)c(=O)n(-c2ccccc2)n1C (centres undefined) | -2.1 | 57 | i | 32.4 | 1.4% | / | / | -7.7% | 83.1µM*! | 5.2% | -4.9% | -0.2%
CN(C(=O)CSc1nnnn1-c1ccccc1)C1CCCCC1 | 0.4 | 54 | i | 36.8 | -2.0% | / | / | 3.4% | 9.1% | 4.0% | 3.8% | -0.1%
Cc1ccccc1NC(=S)NNC(=O)c1cccc(Br)c1 | 1.1 | 37 | i | 31.9 | 6.9% | 1.2 | 648 | 1.7% | 8.7% | -9.7% | -5.9% | 0.1%
CCCC(=O)NC(=S)Nc1nc(-c2ccc(OC)cc2)cs1 | 5.5 | 70 | i | 48.8 | 10.9% | -2.1 | 662 | -6.2% | 6.6% | 14.4% | 9.3% | 0.1%
O=C(Nc1ccc(Oc2ccccc2)nc1)C1CCCCN1Cc1cccc(O)c1 (centres undefined) | 0.2 | 59 | i | 16.1 | 25.9% | 21.8 | 584 | -0.9% | 3.9% | -8.2% | 1.5% | -0.1%
COc1ccc2c(c1)CCc1c-2nc2ccccc2c1N1CCOCC1 | 7.1 | 41 | i | 16.4 | 7.1% | 0.2 | 669 | -11.4% | 4.5% | 11.9% | -14.9% | 0.0%
Cc1cc(NC(=O)CSc2nc3ccccc3[nH]2)n(-c2ccccc2)n1 | -0.1 | 56 | i | 21.1 | -0.1% | -37.7 | 697 | -7.3% | / | 1.0% | -14.2% | -0.1%
Cc1ccc(CNC(=O)/C(C#N)=C/c2ccc(C)s2)cc1 | -0.6 | 68 | i | 47.1 | -1.0% | / | / | -2.9% | 1.9% | -1.5% | -6.8% | 0.2%
CC(C)=CC1C(C(=O)NCCOc2ccccc2)C1(C)C (centres undefined) | 0.3 | 62 | i | 61.3 | 11.1% | -10.7 | 786 | -9.3% | -14.4% | -5.1% | 9.0% | 0.3%
CCCC(=O)Nc1ccc(NC(=O)c2ccccc2)nc1 | 1.6 | 61 | i | 21.8 | 4.9% | -16.7 | 706 | -6.6% | 3.6% | 8.4% | -13.8% | -1.5%
COC(=O)c1cc(NS(=O)(=O)c2ccc(N3CCCCC3)c([N+](=O)[O-])c2)cc(C(=O)OC)c1 | 1.2 | 50 | i | 20.5 | 11.0% | / | / | 2.2% | -1.0% | 10.5% | 8.3% | -2.3%
CCS(=O)(=O)N1CCN(Cc2ccncc2)CC1 | -0.4 | 47 | i | 14.7 | 3.2% | / | / | -4.3% | 21.6% | 4.6% | 4.1% | -0.2%
CCOC(=O)c1c(NC(=O)C2C3CCC(O3)C2C(=O)O)sc2c1CCC(CC)C2 (centres undefined) | -0.4 | 26 | i | 10.6 | -0.8% | 1.7 | 722 | 3.9% | 5.7% | -8.8% | -15.7% | 0.2%
Cc1ccc(C2(C)NC(=O)N(CC(=O)Nc3ccccc3N3CCCC3)C2=O)cc1 (centres undefined) | 0.2 | 51 | i | 11.6 | 24.8% | / | / | / | 11.6% | / | / | /
CC(=O)c1c(C)[nH]c(C(=O)Nc2nc(-c3ccc(Cl)cc3)cs2)c1C | 26.3 | 48 | i | 48.6 | 12.3% | -2.0 | 632 | -1.9% | 13.2% | -12.3% | -2.4% | -0.1%
CCOc1ccc(NC(=O)CN(C)C(=O)c2cc([N+](=O)[O-])ccc2N2CCCCC2)cc1OCC | 2.7 | 62 | i | 34.5 | 5.6% | / | / | / | 3.2% | / | / | /
Clc1cccc(CSc2ccc(-c3ccco3)nn2)c1 | -1.2 | 57 | i | 49.4 | 8.3% | 9.3 | 712 | 1.4% | 7.9% | 1.4% | -2.6% | 1.5%
N#Cc1ccc(C(=O)Nc2nnc(-c3ccccn3)o2)cc1 | 1.0 | 36 | i | 38.8 | 10.0% | -8.6 | 652 | 2.2% | 0.5% | -0.3% | 6.3% | -0.2%
Cc1ccccc1C(=O)Nc1nnc(-c2ccco2)o1 | 0.7 | 43 | i | 53.8 | 4.8% | 16.9 | 694 | -2.5% | -7.2% | 5.3% | -12.7% | -0.1%
Cc1c(C(=O)OC(C)C(C)C[N+](C)(C)C)oc2ccccc12 (centres undefined) | -1.3 | 38 | i | 40.8 | -4.1% | 9.2 | 755 | -8.8% | 9.2% | 11.4% | 1.4% | 0.2%
O=C(O)CSc1nc2ccccc2c(=O)[nH]1 | 1.8 | 49 | i | 37.6 | 6.5% | 5.0 | 790 | 0.3% | -1.1% | -4.5% | 0.6% | 0.0%
O=C(CC1SC(=O)N(c2ccccc2)C1=O)Nc1ccc(Cl)cc1 (centres undefined) | -0.3 | 56 | i | 25.3 | 15.1% | -25.3 | 681 | 2.4% | 19.7% | 5.5% | 2.1% | -0.6%

By substructure: the compounds so far with a Cl atom
SMILES | NTR1 ag | NTR1 ag cell count 20 µM | T cell HTS | T cell HTS vesicle-bound % | Large T inhibition | Hep lipid drop | Hep lipid drop cells 6.5 µM | LYP phosphatase | MgcRacGAP inhibition | GPR55 antagonists | GPR35 arrestin U2OS | GPR55 beta-arrestin
CC(=O)c1c(C)[nH]c(C(=O)Nc2nc(-c3ccc(Cl)cc3)cs2)c1C | 26.3 | 48 | i | 48.6 | 12.3% | -2.0 | 632 | -1.9% | 13.2% | -12.3% | -2.4% | -0.1%
Clc1cccc(CSc2ccc(-c3ccco3)nn2)c1 | -1.2 | 57 | i | 49.4 | 8.3% | 9.3 | 712 | 1.4% | 7.9% | 1.4% | -2.6% | 1.5%
O=C(CC1SC(=O)N(c2ccccc2)C1=O)Nc1ccc(Cl)cc1 (centres undefined) | -0.3 | 56 | i | 25.3 | 15.1% | -25.3 | 681 | 2.4% | 19.7% | 5.5% | 2.1% | -0.6%

High-throughput results (PubChem)

The order is random; overall some 1.8% were active at least once.
